Screening data: PubChem, NCI
Growth percent in the NCI-60 one-dose screen (48 h, 10 µM unless noted): 100 = growth as untreated, 0 = no growth, -100 = all killed.
OVCAR-8 – OVCAR-8 ovarian cancer | hit rate 4.4% among 81,000 | AID 1794782
SF-295 – SF-295 CNS cancer cells. hit rate 5.6% among 79,000. AID 1794758
OVCAR-5 – OVCAR-5 ovarian cancer; hit rate 2.9% among 82,000; AID 1794783
U251 – U251 CNS tumor cells; AID 1794753; hit rate 5.4% among 80,000
OVCAR-3 – OVCAR-3 ovarian cancer. AID 1794787. hit rate 7% among 79,000
PC-3 – PC-3 prostate cancer cells; hit rate 3.9% among 80,000; AID 1794754
DU-145 – DU-145 prostate cancer; hit rate 4.2% among 81,000
SK-OV-3 – SK-OV-3 ovarian cancer cells; hit rate 3.2% among 80,000
OVCAR-4 – OVCAR-4 ovarian cancer cells. hit rate 3.7% among 80,000. AID 1794784
* = called active by the depositor; x = not tested or not shown. How the source made its calls: active means growth percent below 10; inactive means the rest.

[1] Cc1ccc(C(=O)c2ccc(CC(=O)NN3C(=O)CCC3=O)n2C)cc1
[2] CC(=O)c1ccc(-n2c(Sc3nc(-c4ccccc4)c(C#N)c(=O)[nH]3)cn3c4c(=O)n(C)c(=O)n(C)c4nc23)cc1
[3] COC(=O)c1c(Cl)c(Cl)c(Cl)c(Cl)c1C(=O)OC
[4] COc1cc(-c2nn3c(-c4ccsc4)nnc3s2)cc2c1OCCO2
[5] CCOC(=O)c1[nH]c(C)c(Cc2c(C)[nH]c(C(=O)OCC)c2C)c1C
[6] c1ccc2c(c1)Oc1ccccc1C2C1c2ccccc2Oc2ccccc21
compound no.,1,2,3,4,5,6
OVCAR-8,96.9,100.0,106.3,84.4,98.2,100.8
SF-295,98.0,107.1,108.7,87.3,101.0,96.1
OVCAR-5,95.1,99.1,96.0,108.5,96.4,89.7
U251,98.9,x,106.2,98.5,99.4,99.3
OVCAR-3,106.5,105.5,114.7,109.6,106.3,98.4
PC-3,94.5,95.2,92.9,95.4,88.7,85.7
DU-145,108.2,107.7,90.7,99.6,97.8,93.6
SK-OV-3,113.3,97.2,116.5,108.8,107.3,105.4
OVCAR-4,103.5,111.8,105.1,99.1,101.8,84.0

[7] CCOC(=O)c1cc2c(n1Cc1ccccc1OC)-c1[nH]c(=O)c(S(=O)(=O)c3ccccc3)cc1CCC2
[8] O=C(CN1C(=O)/C(=C/c2ccc(Cl)cc2)SC1=S)NCCCN1CCOCC1
[9] COc1ccc(/C=C(/C(=O)NS(=O)(=O)c2ccc(Cl)cc2)c2cc(OC)c(OC)c(OC)c2)cc1OC
[10] O=C1Nc2ccccc2/C1=C/c1cn(C[C@@H](O)Cn2c3ccccc3c(=O)c3ccccc32)c2ccccc12
[11] OC(CN1CCOCC1)c1ccc(Cl)cc1 (stereo not given)
[12] CCn1c(SCC(=O)Nc2cccc(C(=O)/C=C/c3ccc(Br)cc3)c2)nc2ccccc2c1=O
compound no.,7,8,9,10,11,12
OVCAR-8,99.5,103.1,97.7,68.5,98.0,96.4
SF-295,90.1,93.2,95.0,81.6,97.3,98.5
OVCAR-5,111.3,103.1,107.3,86.7,87.7,95.8
U251,94.9,98.4,101.5,75.2,100.0,88.7
OVCAR-3,108.7,101.3,111.3,73.5,98.2,90.7
PC-3,82.9,x,95.1,51.1,103.7,83.4
DU-145,105.2,102.4,120.4,104.6,102.7,103.5
SK-OV-3,96.6,97.8,116.2,73.3,99.7,105.7
OVCAR-4,125.9,93.5,101.9,88.0,109.1,93.0

[13] CN1CCC(NC(=O)Nc2ncccc2OCc2cccc(F)c2)CC1
[14] CCCCCn1c(C)cc(/C=C\c2ccc3cc(C)ccc3[n+]2C)c1C
[15] COc1cccc(/C=C/C(=O)/C=C(/C=C/c2cccc(OC)c2OC)OB(F)F)c1OC
[16] CCOCCOC(=O)c1ccc(C(C)C)cc1
[17] C[N+](C)(C)CC(=O)c1ccccc1
[18] C/C(=N\O)c1ccc(NC(=O)CSc2nnc(-c3cc(-c4ccc(S(N)(=O)=O)cc4)nc4ccccc34)n2-c2ccccc2)cc1
compound no.,13,14,15,16,17,18
OVCAR-8,96.4,-69.5*,16.7,108.4,113.7,59.4
SF-295,106.6,-90.9*,102.8,100.3,91.6,92.2
OVCAR-5,93.1,12.0,64.0,103.2,103.3,96.6
U251,96.2,-93.9*,36.4,116.0,108.1,62.5
OVCAR-3,104.7,-72.7*,10.8,114.9,100.4,78.0
PC-3,95.8,-47.9*,57.9,88.2,103.3,63.6
DU-145,106.8,-52.3*,55.7,x,107.0,80.3
SK-OV-3,94.0,x,97.0,106.8,90.2,108.1
OVCAR-4,128.4,-8.2*,50.7,107.4,102.8,91.6

2 of these compounds in a different format:
| entry | Compound | OVCAR-8 | SF-295 | OVCAR-5 | U251 | OVCAR-3 | PC-3 | DU-145 | SK-OV-3 | OVCAR-4 |
| --- | --- | --- | --- | --- | --- | --- | --- | --- | --- | --- |
| 12 | CCn1c(SCC(=O)Nc2cccc(C(=O)/C=C/c3ccc(Br)cc3)c2)nc2ccccc2c1=O | 96.4 | 98.5 | 95.8 | 88.7 | 90.7 | 83.4 | 103.5 | 105.7 | 93.0 |
| 13 | CN1CCC(NC(=O)Nc2ncccc2OCc2cccc(F)c2)CC1 | 96.4 | 106.6 | 93.1 | 96.2 | 104.7 | 95.8 | 106.8 | 94.0 | 128.4 |

The main list resumes, repeating the 4 entries before the break.
[15] COc1cccc(/C=C/C(=O)/C=C(/C=C/c2cccc(OC)c2OC)OB(F)F)c1OC
[16] CCOCCOC(=O)c1ccc(C(C)C)cc1
[17] C[N+](C)(C)CC(=O)c1ccccc1
[18] C/C(=N\O)c1ccc(NC(=O)CSc2nnc(-c3cc(-c4ccc(S(N)(=O)=O)cc4)nc4ccccc34)n2-c2ccccc2)cc1
[19] O=C(/C=C/c1ccc(F)cc1)c1ccc(NC(=O)N2CCN(c3cc4c(cc3F)c(=O)c(C(=O)O)cn4C3CC3)CC2)cc1
[20] N#CC1=C(N)Oc2c(ccc3ccccc23)C1c1ccccc1Cl (stereo not given)
[21] O=C(NCCO)c1cc2ccccc2cc1O
[22] COc1cc2oc(-c3cccc(C(=O)Nc4ccc(C#N)cc4)c3)cc(=O)c2c(OC)c1OC
[23] CC(=O)N/N=C/c1ccc(N(C)C)cc1
[24] O=C1/C(=C/c2ccc(Cl)cc2)CCc2ccccc21
compound no.,15,16,17,18,19,20,21,22,23,24
OVCAR-8,16.7,108.4,113.7,59.4,90.8,7.5*,94.7,74.8,103.4,101.3
SF-295,102.8,100.3,91.6,92.2,98.7,8.3*,93.7,106.9,95.6,70.0
OVCAR-5,64.0,103.2,103.3,96.6,96.9,38.8,117.6,117.4,103.4,111.4
U251,36.4,116.0,108.1,62.5,98.9,12.4,96.8,94.9,x,x
OVCAR-3,10.8,114.9,100.4,78.0,97.6,5.7*,110.0,106.1,119.0,107.0
PC-3,57.9,88.2,103.3,63.6,96.6,20.0,99.3,77.0,90.1,84.4
DU-145,55.7,x,107.0,80.3,103.2,17.1,112.5,102.4,137.0,108.9
SK-OV-3,97.0,106.8,90.2,108.1,99.4,59.3,107.5,102.0,100.4,100.3
OVCAR-4,50.7,107.4,102.8,91.6,98.2,42.2,120.1,120.2,107.6,91.4

[25] C[C@]12CC[C@H]3[C@@H](CC=C4C[C@@H](O)CC[C@@]43C)[C@@H]1CC[C@@H]2[C@](C)(O)CCc1cccnc1
[26] O=C(NCc1ccccc1)NCN1C(=O)c2cccc3cccc(c23)C1=O
[27] C=C(C[C@@](O)(C(=O)Oc1ccccc1)[C@H](O)CC)c1ccccc1
[28] CCC(CO)Nc1nc2ccc(Cl)cc2c2ccccc12 (stereo not given)
[29] Cc1ccc2nc(-c3ccc(-c4n[nH]c(=S)n4-c4ccccc4)cc3)[nH]c2c1
[30] O=C(NCCCl)c1cc(Cl)cc(Cl)c1
compound no.,25,26,27,28,29,30
OVCAR-8,62.0,88.9,100.0,75.1,94.9,101.5
SF-295,45.0,106.0,96.4,74.8,99.3,92.4
OVCAR-5,113.2,113.2,107.7,66.9,98.2,106.6
U251,74.1,89.3,91.8,51.3,100.6,98.7
OVCAR-3,65.7,103.1,109.0,62.8,111.4,113.9
PC-3,70.1,86.3,91.2,59.5,105.5,93.2
DU-145,53.5,102.2,108.6,84.9,102.3,110.9
SK-OV-3,82.8,100.9,102.6,70.7,x,103.4
OVCAR-4,21.9,110.0,104.3,71.3,103.2,95.1

[31] CCCCC(CC)C(=O)O (stereo not given)
[32] C=CCOC(=O)c1ccco1
[33] C[n+]1c2ccccc2cc2oc3ccccc3c21
[34] Cc1cc(N)c(-n2[nH]c(=O)cc2C)cc1C
[35] C=CCn1c(SCC(=O)Nc2ccc(C(=O)/C=C/c3ccc(OC)cc3)cc2)nnc1-c1cc(OC)c(OC)c(OC)c1
[36] O=C(O)CC/C(=N\NC(=O)c1ccncc1)c1ccccc1
compound no.,31,32,33,34,35,36
OVCAR-8,103.6,102.1,84.2,108.9,67.6,102.0
SF-295,100.0,115.4,103.4,87.7,80.2,105.4
OVCAR-5,104.3,94.2,100.1,107.5,117.4,104.0
U251,96.8,96.9,100.1,105.8,71.2,99.3
OVCAR-3,105.4,105.1,95.6,127.2,71.1,111.3
PC-3,96.7,95.9,92.0,96.6,57.6,100.2
DU-145,104.5,104.5,110.3,125.4,85.3,112.6
SK-OV-3,101.1,106.1,99.6,98.1,105.8,99.9
OVCAR-4,106.0,109.4,103.9,102.6,67.5,105.9

[37] N#Cc1c(Cl)nc(SCC(=O)N2CCN(c3cc4c(cc3F)c(=O)c(C(=O)O)cn4C3CC3)CC2)nc1-c1ccc(Br)cc1
[38] O=C(NCCNC(=O)Oc1cccc2ccccc12)Oc1cccc2ccccc12
[39] CCOC(CNCc1ccncc1)OCC
[40] CCc1c(C(=O)N[C@@H]2c3cc(Cl)ccc3CC[C@@H]2O)[nH]c(C)c1C(C)=O
[41] C=C1C(=O)O[C@H]2[C@H]1CC/C(COC(=O)NCCOCCOCC(=O)Nc1ccc(OC)c(C(N)=O)c1O)=C\CC[C@@]1(C)O[C@@H]21
[42] O=C(O)Cc1cc(=O)[nH]c(=O)[nH]1
compound no.,37,38,39,40,41,42
OVCAR-8,103.0,100.0,95.4,71.4,x,108.5
SF-295,99.1,111.3,103.8,64.7,97.7,109.7
OVCAR-5,94.8,105.1,83.4,97.9,90.9,113.9
U251,103.8,116.4,108.6,48.4,70.5,105.2
OVCAR-3,106.6,86.5,109.0,81.8,45.8,108.3
PC-3,98.6,78.5,95.8,49.8,51.4,101.3
DU-145,111.1,112.4,120.6,94.5,76.9,117.8
SK-OV-3,96.5,94.5,108.5,74.4,109.4,104.3
OVCAR-4,107.1,96.4,101.3,95.9,71.0,101.3

[43] C[C@H]1[C@H]2C3=CC[C@@H]4[C@@]5(C)C/C(=C/c6ccncc6)C(=O)C(C)(C)[C@@H]5CC[C@@]4(C)[C@]3(C)CC[C@@]2(C(=O)N2CCN(C)CC2)CC[C@@H]1C
[44] CCNCCCn1c2c(c3cc(OC)c(OC)cc3c1=O)C(=O)c1cc3c(nc1-2)OCO3
[45] COc1ccc(C(=O)N2CCN(C(=O)c3cc(OC)c(OC)c(OC)c3)CC2)cc1OCCCN1C(=O)c2cccc3cccc(c23)C1=O
[46] Cc1csc(/N=C(N)/N=C(\N)c2cccc(C(F)(F)F)c2)n1
[47] Cc1ccccc1C(=O)Nc1ccc(Cl)cc1
[48] COc1nc(N(CCO)c2ccccc2)nc(N(CCO)c2ccccc2)n1
compound no.,43,44,45,46,47,48
OVCAR-8,76.7,-64.5*,100.7,96.8,105.3,101.9
SF-295,87.7,4.2*,118.7,95.7,95.9,92.9
OVCAR-5,86.7,-88.7*,93.4,108.2,93.7,97.7
U251,68.8,21.7,100.1,93.1,98.3,97.4
OVCAR-3,76.3,-90.1*,98.2,x,106.6,x
PC-3,33.9,43.7,83.7,90.9,84.4,99.5
DU-145,89.3,12.1,100.9,104.1,104.6,113.4
SK-OV-3,82.9,35.4,111.6,113.2,105.6,113.5
OVCAR-4,73.6,57.9,88.1,104.0,100.9,107.5

[49] C[n+]1cc2ccccc2c2ccccc21
[50] O=C(Nc1cc(S(=O)(=O)O)cc2cc(S(=O)(=O)O)cc(O)c12)c1ccccc1
[51] CCCCCCCCCCCCCCCCCOC(=O)CCCCCCCCCCCCC
[52] C=CCSc1nnc(-c2ccc(C(C)(C)C)cc2)n1-c1cccc(C(F)(F)F)c1
[53] O=C(CSc1oc(-c2ccccc2)nc1S(=O)(=O)c1ccccc1)Nc1ccc(F)cc1
[54] COc1ccc(S(=O)(=O)Nc2cc(/C=C\c3cc(OC)c(OC)c(OC)c3)cc(OC)c2OC)cc1OC
[55] COCOc1ccc2c(=O)c(C)c(C(=O)N[C@@H](Cc3ccccc3)C(O)C(=O)NCCc3ccc(OC)cc3)oc2c1 (stereo not given in full)
[56] CN1C(=O)/C(=C/c2ccc(C(=O)Nc3ncc(Cc4cccc(Cl)c4)s3)cc2)SC1=S
compound no.,49,50,51,52,53,54,55,56
OVCAR-8,86.7,101.4,103.9,32.1,88.7,41.0,107.0,64.1
SF-295,95.4,115.5,95.8,29.3,73.4,8.4*,106.7,31.0
OVCAR-5,98.5,107.7,111.9,77.3,87.5,30.8,115.9,61.8
U251,92.3,105.7,100.9,32.6,93.8,23.1,106.1,65.2
OVCAR-3,95.7,111.5,110.8,40.9,85.7,-18.2*,120.4,69.0
PC-3,100.1,100.6,90.5,16.6,52.7,34.3,110.2,73.3
DU-145,102.9,117.5,109.0,54.3,109.8,13.9,106.0,66.3
SK-OV-3,96.7,101.4,106.0,61.5,95.8,17.1,113.2,72.1
OVCAR-4,109.9,110.4,117.4,44.4,67.4,39.7,121.6,52.9
